SW480 rereplic: A quantitative high throughput screen for small molecules that induce DNA re-replication in SW480 colon adenocarcinoma cells; SW480 DNA re-replication, Hoechst DNA content imaging, 48 h; Potency, µM (doses to about 46.1 µM), without a hit: at the highest dose re-replication activation, hits mostly activators; actives 1.8% (n = 340,000); AID 624297, 2012; also: potency is read from the fitted curve at half-maximal effect; % of control where 0% means no effect; nearly all actives have a fitted effect of over 55% in size
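Quantitative HTS format with DMSO vehicle controls; 48 hr drug incubation at 37 C, then 40 min Hoechst staining and scanning imager measurement at 405 nm excitation.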
KB-V1 cytotox: qHTS assay for MDR1-selective chemotherapeutics: Primary screen using the drug-selected MDR subline cells KB-V1; Potency, µM (series often up to 46.1 µM), inactives show top-dose activity change, negative = cytotoxicity, actives largely listed as cytotoxic; KB-V1 MDR cells viability, CellTiter-Glo, 72 h; actives 3.4% (n = 400,000); also: potency is read from the fitted curve at half-maximal effect; % is scaled to controls: 0 for no effect and ±100 for the full control effect; nearly all actives have a fitted effect of over 60% in size
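Cytotoxicity toward P-gp-expressing KB-V1 cells was determined as loss of CellTiter-Glo luminescence after 72 h at 37 degrees C. Compounds were tested in quantitative HTS format across a concentration range, with curves fitted to normalized data.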
HT1080 IDH1KD tx: qHTS for induction of synthetic lethality in tumor cells producing 2HG: qHTS for the HT-1080-IDH1KD cell line; actives 2% (n = 360,000); AID 686971, 2013; HT-1080 IDH1 knockdown viability, ATP luminescence, 48 h; Potency, µM (series often up to 46.1 µM), for the others: at the highest dose activity, negative = toxicity, usual class: cytotoxic;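 also: potency is read from the fitted curve at half-maximal effect; 0% = DMSO wells and -100% = cell-free medium wells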
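After a 2 h attachment period, IDH1KD HT-1080 cells took pin-transferred compound for 48 h at 37 °C; ATP-based luminescence after 10 min room-temperature reagent incubation reported viability.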
ATXN2 expr inh: Primary qHTS for Inhibitors of ATXN expression. Potency, µM (doses to about 57 µM), inactives show at the highest dose activity change, negative = inhibition, usual class: inhibitors. actives 0.72% (n = 360,000). HEK-293 ATXN2-luciferase reporter, luminescence, 24 h. AID 1745845, 2022; also: potency is read from the fitted curve at half-maximal effect; % is scaled to controls: 0 for no effect and ±100 for the full control effect; nearly all actives have a fitted effect of over 55% in size
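ATXN2-luciferase reporter cells (luciferase flanked by upstream and downstream ATXN2 gene portions) were treated 24 h at 37 °C with compounds at up to 57 uM. SteadyGlo luminescence gave expression; GF-AFC fluorescence gave viability.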
KB-3-1 tox: qHTS assay for MDR1-selective chemotherapeutics: Primary screen using the parental adenocarcinoma cell KB-3-1; Potency, µM (doses to about 46.1 µM), for inactives: top-dose activity change, negative = cytotoxic, usual class: cytotoxic; AID 1347075, 2019; actives 1.4% (n = 400,000); KB-3-1 viability, CellTiter-Glo ATP luminescence, 72 h; also: potency is read from the fitted curve at half-maximal effect; % is scaled to controls: 0 for no effect and ±100 for the full control effect; nearly all actives have a fitted effect of over 60% in size
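Luminescent ATP read-out (CellTiter-Glo) measures survival of drug-naive KB-3-1 cells after 72 h compound exposure at 37 °C. Titration series was screened from lowest to highest concentration, with DMSO vehicle plates as background controls.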
HT1080-NT tox: qHTS for induction of synthetic lethality in tumor cells producing 2HG: qHTS for the HT-1080-NT fibrosarcoma cell line; HT-1080-NT fibrosarcoma viability, CellTiter-Glo ATP luminescence, 48 h; Potency, µM (top dose mostly 46.1 µM), for inactives: at the highest dose activity, negative = less viability, actives largely listed as cytotoxic; actives 1.6% (n = 360,000); AID 686970, 2013;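 also: NT is the 2HG producing partner of a matched IDH1 knockdown line; potency is read from the fitted curve at half-maximal effect; 0% = DMSO-treated cells and -100% = media-only wells without cells; nearly all actives have a fitted effect of over 55% in size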
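750 cells/well, RPMI + 5% FBS; 2 h settle, compound pin-transfer, 48 h at 37 degrees C. CellTiter-Glo 10 min RT, luminescence. Normalized to DMSO and media-only wells.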
IL-1B inflam inh: qHTS for Inhibitors of Inflammasome Signaling: IL-1-beta AlphaLISA Primary Screen | actives 4.7% (n = 360,000) | activity change, % at 57.5 µM | THP-1 LPS/ATP IL-1B secretion, AlphaLISA, 16 h; active compounds read low; in the data active = activity change below about -50%; inconclusive = mostly about -30% to -49%; also: % is scaled to controls: 0 for no effect and ±100 for the full control effect
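Secreted IL-1B measured by AlphaLISA bead assay after 16 h compound exposure of THP-1 cells; compounds (final up to 57.5 uM) added 1 h before LPS (250 ng/mL) and ATP (1.25 mM) stimulation; lower signal means less secretion.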
MCF10A rereplic: A quantitative high throughput screen for small molecules that induce DNA re-replication in MCF 10a normal breast cells | Potency, µM (top dose mostly 46.1 µM), without a hit: at the top dose activity, positive = re-replication, most hits filed as activators | actives 2.9% (n = 350,000) | MCF 10A DNA re-replication, Hoechst nuclear intensity, 48 h; also: potency is read from the fitted curve at half-maximal effect; % of control where 0% means no effect; nearly all actives have a fitted effect of over 50% in size
WRN inhibitor: qHTS for Inhibitors of WRN Helicase; WRN helicase unwinding, fluorescent forked duplex, kinetic; actives 0.46% (n = 360,000); Bifunctional 3'-5' exonuclease/ATP-dependent helicase WRN (Homo sapiens), Q14191; Potency, µM (titrated, usually from 114 µM), inactives show top-dose activity change, negative = inhibition, hits mostly inhibitors; also: potency is read from the fitted curve at half-maximal effect; % is scaled to controls: 0 for no effect and ±100 for the full control effect; nearly all actives have a fitted effect of over 55% in size
Target sequence (Q14191 whole entry, looked up): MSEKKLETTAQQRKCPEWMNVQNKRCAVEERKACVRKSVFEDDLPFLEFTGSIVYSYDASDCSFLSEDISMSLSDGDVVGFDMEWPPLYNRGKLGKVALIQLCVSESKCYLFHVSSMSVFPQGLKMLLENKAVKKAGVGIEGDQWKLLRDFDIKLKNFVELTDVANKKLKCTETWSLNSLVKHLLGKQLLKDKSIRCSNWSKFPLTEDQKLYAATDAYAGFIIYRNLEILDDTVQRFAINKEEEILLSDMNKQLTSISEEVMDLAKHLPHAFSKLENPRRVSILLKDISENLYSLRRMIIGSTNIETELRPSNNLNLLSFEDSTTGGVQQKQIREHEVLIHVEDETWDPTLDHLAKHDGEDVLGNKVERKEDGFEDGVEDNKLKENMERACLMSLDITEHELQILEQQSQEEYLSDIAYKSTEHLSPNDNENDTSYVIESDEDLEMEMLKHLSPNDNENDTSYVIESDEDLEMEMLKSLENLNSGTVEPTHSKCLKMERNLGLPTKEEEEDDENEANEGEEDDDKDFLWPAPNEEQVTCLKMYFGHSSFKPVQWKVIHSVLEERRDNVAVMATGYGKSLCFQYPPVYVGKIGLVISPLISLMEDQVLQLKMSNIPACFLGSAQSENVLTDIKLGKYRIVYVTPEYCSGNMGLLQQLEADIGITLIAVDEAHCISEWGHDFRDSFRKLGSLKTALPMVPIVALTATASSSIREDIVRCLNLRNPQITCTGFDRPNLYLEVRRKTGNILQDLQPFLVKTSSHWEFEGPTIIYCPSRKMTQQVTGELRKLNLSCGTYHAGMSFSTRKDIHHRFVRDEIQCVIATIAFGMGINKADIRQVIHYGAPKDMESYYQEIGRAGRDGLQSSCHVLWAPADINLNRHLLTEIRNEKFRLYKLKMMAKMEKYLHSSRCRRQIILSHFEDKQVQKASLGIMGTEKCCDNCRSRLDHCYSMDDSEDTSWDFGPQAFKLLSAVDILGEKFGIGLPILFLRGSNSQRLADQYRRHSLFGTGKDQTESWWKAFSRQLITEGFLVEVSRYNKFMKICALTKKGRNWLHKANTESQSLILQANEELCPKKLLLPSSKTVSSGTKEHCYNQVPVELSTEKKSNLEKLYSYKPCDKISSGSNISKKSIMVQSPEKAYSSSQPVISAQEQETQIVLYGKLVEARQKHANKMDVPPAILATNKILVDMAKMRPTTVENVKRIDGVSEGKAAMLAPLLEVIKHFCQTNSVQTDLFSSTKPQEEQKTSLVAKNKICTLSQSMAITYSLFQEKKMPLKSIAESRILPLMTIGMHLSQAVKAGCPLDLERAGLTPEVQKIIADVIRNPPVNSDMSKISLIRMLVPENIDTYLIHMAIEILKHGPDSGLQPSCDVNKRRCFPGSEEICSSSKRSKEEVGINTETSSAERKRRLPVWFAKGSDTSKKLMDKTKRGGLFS
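Kinetic fluorescence helicase assay: unwinding of a quenched forked DNA duplex (100 nM final) with 2 mM ATP final raises red fluorescence (525/598 nm). Compounds sat 15 min at room temperature with 20 nM WRN beforehand.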
An asterisk follows results filed as active; ! = repeats disagree; [ ] = another dose, or the depositor's remark. Unless noted, calls follow the shape of the dose curve; as a rule, active = well fitted curve in the direction sought with a large enough effect; inconclusive = small, poorly fitted or top-dose-only effect, or another doubt; inactive = no such curve, though single readings can be large; an effect the other way counts as inactive or inconclusive.

How did COc1ccc(/C=C/c2c(-c3ccc(OC)cc3)sc3ccc(N4CCOCC4)cc23)cc1 do in these assays?
SW480 rereplic: 1%; KB-V1 cytotox: 17%; HT1080 IDH1KD tx: 7%; ATXN2 expr inh: 2%; KB-3-1 tox: 5%; HT1080-NT tox: -1%; IL-1B inflam inh: -4; MCF10A rereplic: 8.2µM*; WRN inhibitor: 1%

Results for COc1cc(OC)c(OC)cc1/C=N/NC(=O)c1cccc(S(=O)(=O)N2CCOCC2)c1 ?
SW480 rereplic: -8%[1.84 µM]; KB-V1 cytotox: 14%; HT1080 IDH1KD tx: -9%; ATXN2 expr inh: 16%; KB-3-1 tox: 1%; HT1080-NT tox: -8%; IL-1B inflam inh: -6; MCF10A rereplic: 1%; WRN inhibitor: -8%[57.1 µM]

Results for Cc1cccc(C)c1NC(=O)C1c2ccccc2OCC(=O)N1CCc1c[nH]c2ccccc12 (stereo not drawn) ?
KB-V1 cytotox: -4%; HT1080 IDH1KD tx: 1%; ATXN2 expr inh: 12%; KB-3-1 tox: -10%; HT1080-NT tox: -1%; IL-1B inflam inh: -11; WRN inhibitor: -8%

Results for Cc1ccccc1NC(=O)C1CC(Cl)=CCC1C(=O)O (stereo not drawn) ?
SW480 rereplic: 5%; KB-V1 cytotox: -1%; HT1080 IDH1KD tx: 4%; ATXN2 expr inh: 7%; KB-3-1 tox: -2%; HT1080-NT tox: 7%; IL-1B inflam inh: 3; MCF10A rereplic: 12%; WRN inhibitor: -3%

How did O=C(COC(=O)c1ccc(F)c(S(=O)(=O)N2CCOCC2)c1)NC1CCCCC1 do in these assays?
SW480 rereplic: -27%; KB-V1 cytotox: inconclusive; HT1080 IDH1KD tx: 11%; ATXN2 expr inh: -8%; KB-3-1 tox: -5%; HT1080-NT tox: 7%[9.24 µM]; IL-1B inflam inh: 4; MCF10A rereplic: 5%; WRN inhibitor: 3%

Results for Cc1nc2c(OCc3ccc(Cl)cc3)cccn2c1N(C)Cc1cccs1 ?
KB-V1 cytotox: inconclusive; HT1080 IDH1KD tx: 16µM*; ATXN2 expr inh: inconclusive; KB-3-1 tox: inconclusive; HT1080-NT tox: 16µM*; IL-1B inflam inh: -66*; WRN inhibitor: -11%

How did COc1ccc(CCNC(=O)c2ccc(OC)c(OC)c2)cc1OC do in these assays?
SW480 rereplic: 2%; KB-V1 cytotox: -6%; HT1080 IDH1KD tx: 21%; ATXN2 expr inh: -13%; KB-3-1 tox: 12%; HT1080-NT tox: 18%; IL-1B inflam inh: 5; MCF10A rereplic: 1%; WRN inhibitor: 8%

Results for CCn1c(SCC(=O)Nc2ccc(OC)cc2)nc2nc3c(cc2c1=O)COC(C)(C)C3 ?
SW480 rereplic: -13%; KB-V1 cytotox: inconclusive; HT1080 IDH1KD tx: 0%; KB-3-1 tox: 2%; HT1080-NT tox: 8%; IL-1B inflam inh: 0; MCF10A rereplic: 1%; WRN inhibitor: -2%

How did CCCCCCC(=O)Nc1ccc(Cl)cn1 do in these assays?
SW480 rereplic: -3%; KB-V1 cytotox: 17%; HT1080 IDH1KD tx: -7%; ATXN2 expr inh: 37%[activator]; KB-3-1 tox: 9%; HT1080-NT tox: 13%; IL-1B inflam inh: -2; MCF10A rereplic: 14%; WRN inhibitor: -9%

Results for Cc1ccc2cc3cc(C(=O)NCc4ccc5c(c4)OCO5)oc3nc2c1 ?
SW480 rereplic: 0%; KB-V1 cytotox: -7%; HT1080 IDH1KD tx: -11%; ATXN2 expr inh: -8%; KB-3-1 tox: 9%; HT1080-NT tox: -4%; IL-1B inflam inh: -15; MCF10A rereplic: -3%; WRN inhibitor: -13%

Results for O=C(CCCOc1ccc(Cl)cc1Cl)N/N=C/c1ccco1 ?
SW480 rereplic: -7%; KB-V1 cytotox: -19%; HT1080 IDH1KD tx: -3%; ATXN2 expr inh: -15%[11.3 µM]; KB-3-1 tox: -3%; HT1080-NT tox: -11%; IL-1B inflam inh: -2; MCF10A rereplic: 5%; WRN inhibitor: inconclusive

Results for CC(C)(C)C1=NN(C(=O)c2ccccc2)C(O)(C(C)(C)C)C1 (stereo not drawn) ?
SW480 rereplic: 3%; KB-V1 cytotox: 7%; HT1080 IDH1KD tx: -7%; ATXN2 expr inh: 4%; KB-3-1 tox: 10%; HT1080-NT tox: -1%; IL-1B inflam inh: 17; MCF10A rereplic: 1%; WRN inhibitor: -2%

Results for Cc1ccc2cc(CN(CC(C)C)S(=O)(=O)c3cccc4nonc34)c(=O)[nH]c2c1 ?
SW480 rereplic: 3%; KB-V1 cytotox: inconclusive; HT1080 IDH1KD tx: 21%; ATXN2 expr inh: 2%; KB-3-1 tox: -11%; HT1080-NT tox: 8%; IL-1B inflam inh: 16; MCF10A rereplic: 1%; WRN inhibitor: -6%

Results for CCc1nc2c(OCc3ccccc3)cccn2c1N(C)C(=O)c1ccc2c(c1)OCO2 ?
KB-V1 cytotox: -3%; HT1080 IDH1KD tx: 9%; ATXN2 expr inh: 7%; KB-3-1 tox: 0%; HT1080-NT tox: 27%; IL-1B inflam inh: -2; WRN inhibitor: -4%

What do the screens show for `Cc1ccc(C(=O)C2CCN(CC(=O)Nc3ccc(N(C)C)cc3)CC2)cc1`?
SW480 rereplic: 1%; KB-V1 cytotox: -26%; HT1080 IDH1KD tx: -14%; ATXN2 expr inh: -15%; KB-3-1 tox: -8%; HT1080-NT tox: -7%; IL-1B inflam inh: -8; MCF10A rereplic: 18%; WRN inhibitor: -1%

How did CCOc1ccc(/C=C(\C#N)C(=O)c2c(C)[nH]c3ccccc23)cc1OC do in these assays?
SW480 rereplic: -1%; KB-V1 cytotox: 23%; HT1080 IDH1KD tx: -6%; ATXN2 expr inh: -7%; KB-3-1 tox: 2%; HT1080-NT tox: -4%; IL-1B inflam inh: 36; MCF10A rereplic: 24%; WRN inhibitor: -8%

How did CC(C)CC(=O)Nc1ccc(C(=O)NN2C(=O)c3ccccc3C2=O)cc1 do in these assays?
SW480 rereplic: -6%; KB-V1 cytotox: inconclusive; HT1080 IDH1KD tx: 18%; ATXN2 expr inh: 2%; KB-3-1 tox: -4%; HT1080-NT tox: 15%; IL-1B inflam inh: -5; MCF10A rereplic: -45%[inhibitor]; WRN inhibitor: -17%

What do the screens show for `O=C(O)c1cc(S(=O)(=O)NCCN2CCNC2=O)ccc1O`?
SW480 rereplic: -5%; KB-V1 cytotox: 5%; HT1080 IDH1KD tx: 25%; ATXN2 expr inh: -3%; KB-3-1 tox: 16%; HT1080-NT tox: 26%; IL-1B inflam inh: -8; MCF10A rereplic: 6%; WRN inhibitor: -6%

Results for COC(=O)[C@H](CC(C)C)N(Cc1ccccc1)S(=O)(=O)N(Cc1ccc(OC)cc1)[C@@H](CC(C)C)C(=O)OC ?
SW480 rereplic: -2%; KB-V1 cytotox: 18µM*!; HT1080 IDH1KD tx: -1%; ATXN2 expr inh: -2%; KB-3-1 tox: inconclusive; HT1080-NT tox: 5%; IL-1B inflam inh: 20; MCF10A rereplic: 11%; WRN inhibitor: -6%

Results for Cc1cc(C)n(C(=O)CCCCCCCCC(=O)n2nc(C)cc2C)n1 ?
SW480 rereplic: 0%; KB-V1 cytotox: -6%; HT1080 IDH1KD tx: 1%; ATXN2 expr inh: -1%; KB-3-1 tox: 2%; HT1080-NT tox: 2%; IL-1B inflam inh: 7; MCF10A rereplic: -2%; WRN inhibitor: -1%

What do the screens show for `Cc1nc2ncnn2c(C)c1Cc1cccc(F)c1`?
SW480 rereplic: -4%; KB-V1 cytotox: -13%; HT1080 IDH1KD tx: 4%; ATXN2 expr inh: -12%; KB-3-1 tox: 10%; HT1080-NT tox: 2%; IL-1B inflam inh: 20; MCF10A rereplic: 1%; WRN inhibitor: -4%

How did COc1ccc(Cc2c(-c3ccc(C)cc3)nc3cc(C)c(Br)c(C)n23)c(C)c1 do in these assays?
KB-V1 cytotox: -4%; HT1080 IDH1KD tx: -18%; ATXN2 expr inh: 52%[activator]; KB-3-1 tox: 0%; HT1080-NT tox: -11%; IL-1B inflam inh: 0; WRN inhibitor: -10%

Results for CC(=O)OCC(=O)C1(O)CCC2C3CCC4=CC(=O)CCC4(C)C3(Cl)C(O)CC21C (stereo not drawn) ?
SW480 rereplic: -8%; KB-V1 cytotox: 5%; HT1080 IDH1KD tx: 23%; ATXN2 expr inh: 0%; KB-3-1 tox: -3%; HT1080-NT tox: 23%; IL-1B inflam inh: -28; MCF10A rereplic: 0%; WRN inhibitor: 3%

Results for COc1cc(/C=N/NC(=O)C(=O)N2CCCC2)ccc1O ?
SW480 rereplic: 16%; KB-V1 cytotox: 6%; HT1080 IDH1KD tx: 0%; ATXN2 expr inh: 2%; KB-3-1 tox: 5%; HT1080-NT tox: 3%; IL-1B inflam inh: 15; MCF10A rereplic: -6%; WRN inhibitor: -6%

Screening data: PubChem, National Center for Advancing Translational Sciences (NCATS)
